# Bioassay records as filed in PubChem.
# VLA-4 antagonist = inhibitors of LDV-FITC binding to Mn2+-activated VLA-4, primary screen, Jurkat cells. 24,000 tested, 0.2% active. LDV-FITC binding with Mn2+, flow cytometry; 100% = Mn2+-driven binding gain fully reversed. Integrin alpha-4 (Homo sapiens), P13612. inhibition, % at 10 µM (by protocol);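 active = inhibition above 50%; inconclusive = compound itself fluorescent, judged against control cell fluorescence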;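 note: 0% = Mn2+ stimulated cells lacking compound and 100% = ligand binding without Mn2+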
# Jurkat autofluor = compound autofluorescence on Jurkat cells, primary screen, artefact control for VLA-4 allosteric ligand project, cell-based, flow cytometry; hits give high values; 1 = vehicle-only cell background; 24,000 tested, 0.61% active; fluorescence ratio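 (tested at 10 µM compound in the well)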;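 active = fluorescence ratio above 2.44, which is 1 plus 3 SD of all ratios; inconclusive = signal too bright to measure linearly, ratio around 10 or more; inactive = fluorescence ratio below 2.44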;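 note: green fluorescence of cells measured with 488 nm excitation and 530 nm emission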
# Prostate diff = activators of LNCaP prostate cell differentiation, primary screen, flow cytometry side scatter; 24,000 tested, 0.56% active; 4 d; side scatter shift, % at 10 µM;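 active = side scatter shift above 30%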;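 note: androgen-responsive LNCaP prostate cancer cells in charcoal-stripped serum medium; percent of cells past a gate set so DMSO wells show 10% shift; higher shift means more granular cells and more differentiation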
# VLA-4 allo ag = enhancers of LDV-FITC binding to VLA-4 integrin, primary screen, Jurkat cells, flow cytometry; Integrin alpha-4 (Homo sapiens), P13612; activation, % at 10 µM (by protocol); 24,000 tested, under 10 active; AID 528, 2006;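 active = fluorescent ligand binding to cells raised by more than 40% of the manganese-induced maximum; inconclusive = compound's own fluorescence above 85% of the ligand control signal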;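 note: 0% = ligand binding without compound and 100% = manganese-stimulated maximal binding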
# Active calls of the source: *; ? = inconclusive. A portion of the library (hit frequency here may not be typical).
1. COc1ccc(N(C(=O)c2ccc(S(=O)(=O)N3CCOCC3)cc2)C2C=CS(=O)(=O)C2)cc1 (centres undefined)
2. CS(=O)(=O)Nc1ccc(C(=O)NCc2ccc3c(c2)OCO3)cc1
3. COc1ccc(-n2c(Cc3cccn3C)nnc2SCC(=O)Nc2ccc3c(c2)OCCO3)cc1
4. CCCN1CCN(CCCNC(=O)Cn2nc(-c3ccc(C)cc3)ccc2=O)CC1
5. Cc1oc(-c2ccccc2F)nc1CN1CCC(C(=O)NCc2cccnc2)CC1
6. O=S(=O)(NCCc1ccccn1)c1cccs1
7. Cc1cc(Cl)c(S(=O)(=O)N2CCN(c3ccc(F)cc3)CC2)cc1OCC(N)=O
8. CC(C)[C@H](NC(=O)OC(C)(C)C)c1nnc(SCC(=O)Nc2ccc(Br)cc2)o1
assay / entry | 1 | 2 | 3 | 4 | 5 | 6 | 7 | 8
VLA-4 antagonist | 3 | -17 | 4 | -17 | 6 | -4 | -26 | -12
VLA-4 allo ag | -7 | -2 | -2 | -5 | 3 | 2 | -1 | 10
Prostate diff | 11 | 20 | 12 | 0 | 2 | 5 | 13 | 4
Jurkat autofluor | 1 | 1 | 0.99 | 1.1 | 1.1 | 0.97 | 1 | 0.9

# Brought forward from above: 2 entries, then new ones.
7. Cc1cc(Cl)c(S(=O)(=O)N2CCN(c3ccc(F)cc3)CC2)cc1OCC(N)=O
8. CC(C)[C@H](NC(=O)OC(C)(C)C)c1nnc(SCC(=O)Nc2ccc(Br)cc2)o1
9. O=C1c2ccccc2N2C(=O)c3ccccc3C2N1O (centres undefined)
10. COc1ccccc1N1CCN(C(=O)C2CCN(S(=O)(=O)c3ccc(F)cc3)CC2)CC1
11. O=C(CN1C(=O)CSc2ccccc21)NC1CCCC1
12. CC1(C)NC(=O)N(CC(O)CN2CCCC2)C1=O (centres undefined)
13. Cc1cc(SCc2ccccc2)nc(=O)[nH]1
14. O=C(NCCc1ccc(Cl)cc1)C1CCC(=O)N1C1CCCC1 (centres undefined)
15. NS(=O)(=O)c1ccc(CCNC(=O)C2CCCN(S(=O)(=O)c3cccnc3)C2)cc1 (centres undefined)
16. CCCNC(=O)c1cc(-c2ccc(OC)cc2)on1
assay / entry | 7 | 8 | 9 | 10 | 11 | 12 | 13 | 14 | 15 | 16
VLA-4 antagonist | -26 | -12 | -3 | 8 | 4 | -14 | ? | 28 | -18 | 4
VLA-4 allo ag | -1 | 10 | 4 | -2 | -3 | 4 | -4 | -4 | 1 | 1
Prostate diff | 13 | 4 | 5 | 11 | 3 | 8 | 13 | 11 | 3 | 6
Jurkat autofluor | 1 | 0.9 | 1.1 | 1 | 0.98 | 1.1 | 1.1 | 1 | 0.94 | 0.99

17. O=C(CCNC(=O)Cn1ccc2ccccc2c1=O)NCCN1CCN(c2cccc(Cl)c2)CC1
18. Cn1cnc2cc(NC(=O)c3ccc(Cl)cc3)ccc21
19. CCc1ccccc1NC(=O)C(CC)Sc1nc2cc3c(cc2c(=O)n1Cc1ccco1)OCO3 (centres undefined)
20. CC(C)(C)NC(=O)c1ccc(COc2ccccc2Br)o1
21. O=S(=O)(c1cccc2nsnc12)N1CCN(c2ncccn2)CC1
22. COc1ccc(NC(=O)Cn2nc3n(c2=S)CCC3)cc1
23. O=C(NCCc1cccc(Cl)c1)c1cccnc1
24. CCOC(=O)c1[nH]c(C)c(C(=O)NC2CCCCC2)c1C
assay / entry | 17 | 18 | 19 | 20 | 21 | 22 | 23 | 24
VLA-4 antagonist | -22 | -11 | -1 | 14 | -9 | 1 | 12 | ?
VLA-4 allo ag | -6 | 1 | -7 | -8 | -10 | 4 | -5 | ?
Prostate diff | 22 | 10 | 11 | 18 | 6 | 8 | 14 | 2
Jurkat autofluor | 1.2 | 1.1 | 1 | 1.1 | 0.99 | 1.1 | 0.99 | 0.9

# An excerpt of these results, bar-delimited:
no. | Compound | VLA-4 antagonist | VLA-4 allo ag | Prostate diff | Jurkat autofluor
1 | COc1ccc(N(C(=O)c2ccc(S(=O)(=O)N3CCOCC3)cc2)C2C=CS(=O)(=O)C2)cc1 (centres undefined) | 3 | -7 | 11 | 1
2 | CS(=O)(=O)Nc1ccc(C(=O)NCc2ccc3c(c2)OCO3)cc1 | -17 | -2 | 20 | 1
3 | COc1ccc(-n2c(Cc3cccn3C)nnc2SCC(=O)Nc2ccc3c(c2)OCCO3)cc1 | 4 | -2 | 12 | 0.99
4 | CCCN1CCN(CCCNC(=O)Cn2nc(-c3ccc(C)cc3)ccc2=O)CC1 | -17 | -5 | 0 | 1.1
5 | Cc1oc(-c2ccccc2F)nc1CN1CCC(C(=O)NCc2cccnc2)CC1 | 6 | 3 | 2 | 1.1
6 | O=S(=O)(NCCc1ccccn1)c1cccs1 | -4 | 2 | 5 | 0.97
7 | Cc1cc(Cl)c(S(=O)(=O)N2CCN(c3ccc(F)cc3)CC2)cc1OCC(N)=O | -26 | -1 | 13 | 1
8 | CC(C)[C@H](NC(=O)OC(C)(C)C)c1nnc(SCC(=O)Nc2ccc(Br)cc2)o1 | -12 | 10 | 4 | 0.9
9 | O=C1c2ccccc2N2C(=O)c3ccccc3C2N1O (centres undefined) | -3 | 4 | 5 | 1.1
10 | COc1ccccc1N1CCN(C(=O)C2CCN(S(=O)(=O)c3ccc(F)cc3)CC2)CC1 | 8 | -2 | 11 | 1
11 | O=C(CN1C(=O)CSc2ccccc21)NC1CCCC1 | 4 | -3 | 3 | 0.98
12 | CC1(C)NC(=O)N(CC(O)CN2CCCC2)C1=O (centres undefined) | -14 | 4 | 8 | 1.1
13 | Cc1cc(SCc2ccccc2)nc(=O)[nH]1 | ? | -4 | 13 | 1.1
14 | O=C(NCCc1ccc(Cl)cc1)C1CCC(=O)N1C1CCCC1 (centres undefined) | 28 | -4 | 11 | 1

# Further entries follow:
25. CCOC(=O)C(CC)n1cnc2c(oc3ccccc32)c1=O (centres undefined)
26. COc1ccccc1NC(=O)N(Cc1ccccc1)C1=NCC(C)S1 (centres undefined)
27. O=C(CN1CCCN(S(=O)(=O)c2ccc(Br)cc2)CC1)Nc1ccc2c(c1)OCO2
28. Cc1ccc(C)c(NC(=O)c2nnn(Cc3ccccc3C)c2N)c1
29. O=C(Nc1ccccc1C(F)(F)F)N1CCN(c2ccc3nncn3n2)CC1
30. C=CCn1c(-c2cccs2)nc2nc3ccccc3nc21
31. Cc1ccc(CS(=O)(=O)CCC(=O)NCCN2CCCCC2C)cc1 (centres undefined)
32. CCOC(=O)C1CCN(C(=O)Nc2ccc3nc(C)c(C)nc3c2)CC1
assay / entry | 25 | 26 | 27 | 28 | 29 | 30 | 31 | 32
VLA-4 antagonist | 3 | ? | -19 | 26 | -10 | 6 | 8 | 12
VLA-4 allo ag | 0 | ? | 6 | 12 | 4 | -5 | -7 | 6
Prostate diff | 2 | 10 | 4 | 4 | 8 | 9 | 13 | 10
Jurkat autofluor | 1.1 | 1.3 | 1 | 1.1 | 1.1 | 1.1 | 1 | 1

33. COc1ccc(-n2c(Cc3cccn3C)nnc2SCC(=O)Nc2ccc3c(c2)OCO3)cc1
34. CC(OC(=O)c1ccco1)C(=O)NCc1cccs1 (centres undefined)
35. CCOC(=O)C1=C(C)Nc2nc(C)nn2C1c1ccc(C)cc1 (centres undefined)
36. OC[C@H]1O[C@@H](n2cnc3c(Nc4ccccc4)ncnc32)[C@H](O)[C@@H]1O
37. O=C(C1CCCCC1)N1CC(=O)N2CCc3ccccc3C2C1 (centres undefined)
38. O=C(CCc1nc(-c2ccccc2F)no1)NCCN1CCN(Cc2ccccc2)CC1
39. COC(=O)c1sc(=S)n(-c2cccc(Cl)c2)c1N
40. COC(=O)C(NC(C)=O)(Nc1ccccn1)C(F)(F)F (centres undefined)
assay / entry | 33 | 34 | 35 | 36 | 37 | 38 | 39 | 40
VLA-4 antagonist | 6 | -12 | -7 | -30 | -6 | 6 | -18 | 7
VLA-4 allo ag | 3 | 3 | -5 | 9 | -2 | -6 | -4 | -3
Prostate diff | 0 | 8 | 9 | 1 | 1 | 5 | 16 | 15
Jurkat autofluor | 0.98 | 1 | 1.1 | 1.1 | 1 | 0.93 | 1.1 | 0.97

41. CC(C)[C@H](NC(=O)OC(C)(C)C)c1nnc(S(=O)(=O)Cc2c(F)cccc2Cl)o1
42. CC(=O)c1c[nH]c2ccc(C)cc2c1=O
43. COc1cccc(Cn2nnc(C(=O)Nc3cc(Cl)ccc3OC)c2N)c1
44. Cc1cc(=O)oc(C)c1C(=O)NCC1COc2ccccc2O1 (centres undefined)
45. CCOC(=O)c1[nH]c(C)c(C(=O)NCCN2CCOCC2)c1C
46. NCc1ccc(S(N)(=O)=O)cc1
47. CN(Cc1ccccc1)C(=O)c1cc(-c2ccc(Br)cc2)on1
48. Cc1ccc(S(=O)(=O)N2CCC(C(=O)N3CCC(C(=O)NCC4CCCO4)CC3)CC2)cc1 (centres undefined)
49. CC(=O)Nc1cccc(NC(=O)CCn2c(=O)sc3ccccc32)c1
50. O=C(NCCSc1c[nH]c2ccccc12)c1ccc(Br)o1
assay / entry | 41 | 42 | 43 | 44 | 45 | 46 | 47 | 48 | 49 | 50
VLA-4 antagonist | -10 | ? | 15 | ? | 39 | -6 | 0 | -25 | 3 | 5
VLA-4 allo ag | -12 | ? | -5 | ? | -8 | -1 | -4 | 2 | 8 | -5
Prostate diff | 13 | 6 | 14 | 8 | 6 | 5 | 16 | 15 | 6 | 1
Jurkat autofluor | 1.2 | 1.9 | 1.1 | 1.2 | 1.1 | 0.94 | 1.2 | 0.92 | 0.94 | 1.1
